# PLK1 PBD inh: qHTS for Inhibitors of PLK1-PDB (polo-like kinase 1 - polo-box domain): Primary Screen. AID 720504, 2013. Serine/threonine-protein kinase PLK1 (Homo sapiens), P53350. Potency, µM, for inactives: max response, negative = inhibition, usual class: inhibitors. 360,000 tested, 2.8% active. Plk1 PBD binding of FITC phosphopeptide, fluorescence polarization; also: potency is read from the fitted curve at half-maximal effect; series mostly up to about 57 µM; % is scaled to controls: 0 for no effect and ±100 for the full control effect; nearly all actives have a fitted effect of over 65% in size
# Target sequence (P53350 whole entry, looked up, the tested form may be a part): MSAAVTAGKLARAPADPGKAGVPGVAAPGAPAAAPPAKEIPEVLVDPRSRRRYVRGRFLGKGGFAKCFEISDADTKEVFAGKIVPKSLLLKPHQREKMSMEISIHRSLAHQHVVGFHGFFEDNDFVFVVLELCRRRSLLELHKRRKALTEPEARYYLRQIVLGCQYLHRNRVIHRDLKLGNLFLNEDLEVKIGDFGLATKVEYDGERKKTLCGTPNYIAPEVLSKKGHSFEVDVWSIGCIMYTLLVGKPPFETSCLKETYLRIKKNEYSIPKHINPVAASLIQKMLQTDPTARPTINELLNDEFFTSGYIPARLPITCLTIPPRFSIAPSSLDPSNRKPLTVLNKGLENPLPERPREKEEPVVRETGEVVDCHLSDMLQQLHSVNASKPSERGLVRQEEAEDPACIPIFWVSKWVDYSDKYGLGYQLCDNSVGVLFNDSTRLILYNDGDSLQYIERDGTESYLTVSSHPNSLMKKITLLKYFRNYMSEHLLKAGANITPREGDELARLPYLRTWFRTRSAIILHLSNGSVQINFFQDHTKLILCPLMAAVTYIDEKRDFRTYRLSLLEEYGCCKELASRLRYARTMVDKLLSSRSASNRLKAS
# PI5P4Ka inh: qHTS for Inhibitors of phosphatidylinositol 5-phosphate 4-kinase (PI5P4K); PI5P4Kalpha enzyme, ADP-Glo luminescence, 60 min; hits give low values; Phosphatidylinositol 5-phosphate 4-kinase type-2 alpha (Homo sapiens), P48426; 330,000 tested, 1.2% active; max response, %; active = max response of -50% or lower; inconclusive = between -30% and -50%; inactive = -30% or higher; also: value at the top dose of about 77 µM; % is scaled to controls: 0 for no effect and ±100 for the full control effect
# Target sequence (P48426 whole entry, looked up): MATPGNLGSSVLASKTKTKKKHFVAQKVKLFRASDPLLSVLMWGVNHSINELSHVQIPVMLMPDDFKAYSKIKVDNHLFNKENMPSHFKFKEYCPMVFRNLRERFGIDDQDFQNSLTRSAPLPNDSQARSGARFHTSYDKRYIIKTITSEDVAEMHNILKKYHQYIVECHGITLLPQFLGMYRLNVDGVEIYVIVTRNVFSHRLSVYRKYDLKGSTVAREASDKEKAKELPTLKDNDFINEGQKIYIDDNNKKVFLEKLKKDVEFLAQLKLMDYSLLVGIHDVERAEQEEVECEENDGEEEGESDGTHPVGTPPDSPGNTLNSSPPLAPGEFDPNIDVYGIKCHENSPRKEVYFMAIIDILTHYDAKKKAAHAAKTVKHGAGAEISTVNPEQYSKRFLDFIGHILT
#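 ADP-Glo luminescence end-point read after a 60 min room-temperature kinase reaction of PI5P4Kalpha plus substrate, initiated with ATP at 5 microM final. Buffer: 0.038 M HEPES pH 7.4, EGTA, 0.1% CHAPS, 5% DMSO.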
# EPAC1 agonist: qHTS for Agonist of cAMP-regulated guanine nucleotide exchange factor 3 (EPAC1): primary screen. Rap guanine nucleotide exchange factor 3 (Homo sapiens), O95398. EPAC1 agonist qHTS, biochemical assay; response scale: 100% = response to 6.5 mM cAMP. Potency, µM (doses to about 154 µM), for inactives: at the top dose activation, usual class: activators. 360,000 tested, 0.073% active; also: potency is read from the fitted curve at half-maximal effect; nearly all actives have a fitted effect of over 60% in size
#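 Read-out is the fluorescence drop as BODIPY-GDP leaves Rap1B (480 nm excitation, 540 nm emission), recorded every 5 minutes over 30 minutes. Reactions held 100 nM EPAC1, 250 nM Rap1B–BODIPY-GDP and 50 uM GDP, with 6.5 mM cAMP setting full activation.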
# EPAC1 antagonist: qHTS for Antagonist of cAMP-regulated guanine nucleotide exchange factor 3 (EPAC1): primary screen; Rap guanine nucleotide exchange factor 3 (Homo sapiens), O95398; 360,000 tested, 0.14% active; EPAC1 GEF assay, Rap1b-BODIPY-GDP exchange fluorescence; AID 720709, 2013; Potency, µM (highest dose often 115 µM), for inactives: at the top dose activity change, negative = inhibition, usual class: inhibitors;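 also: potency is read from the fitted curve at half-maximal effect; plate controls were vehicle for no effect and positive control for full effect; nearly all actives have a fitted effect of over 50% in size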
# GLP-1R agonist: qHTS of GLP-1 Receptor Agonists | Potency, µM (highest dose often 45.6 µM), for inactives: at the highest dose activation, most hits filed as activators | Glucagon-like peptide 1 receptor (Homo sapiens), P43220 | AID 624172, 2012 | HEK293 GLP-1R CRE-luciferase, luminescence, 4-6 h; cells express a hypersensitive GLP-1R form | 380,000 tested, 0.007% active; also: potency is read from the fitted curve at half-maximal effect; % of control where 0% means no effect
# IL2 activator: qHTS of IL-2 Activators. IL-2 activation reporter assay, cell-based qHTS; stimulated with anti-CD3/CD4/CD28 beads; in transgenic mouse T cells. 360,000 tested, 0.065% active. activation, % (series mostly up to about 46 µM); in the data active = activation above about 50%; inconclusive = mostly about 30% to 49%; also: 0% is about no effect
#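 First, unstimulated transgenic mouse T cells were exposed to compound for 60 min. Next, anti-CD3/anti-CD4-coated beads with anti-CD28 were added. Finally, after 18 h at 37 degrees C, EGFP and DsRed were imaged.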
# GLP1R inv ag: qHTS of GLP-1 Receptor Inverse Agonists (Inhibition Mode); Glucagon-like peptide 1 receptor (Homo sapiens), P43220; HEK293 GLP-1R CRE-luciferase, luminescence, 24 h; GLP-1R form is constitutively active; 410,000 tested, 1.6% active; Potency, µM (highest dose often 38.3 µM), inactives show at the top dose activity change, negative = inhibition, usual class: inhibitors; AID 624417, 2012; also: potency is read from the fitted curve at half-maximal effect; % is scaled to controls: 0 for no effect and ±100 for the full control effect; nearly all actives have a fitted effect of over 55% in size
#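 Seeding at 200 cells/uL, 12 h culture, 24 hr compound treatment, then luciferase reagent and a luminescence read; cells are HEK293 stably expressing a constitutively active GLP-1R plus cAMP-responsive luciferase.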
# PTHR1 agonist: qHTS for PTHR1 Agonists: Primary Screen; HEK293 GP2 PTHR1 cells, GloSensor cAMP luminescence, 1 h; Potency, µM (doses to about 115 µM), inactives show at the highest dose activation, usual class: activators; 410,000 tested, 0.075% active; Parathyroid hormone/parathyroid hormone-related peptide receptor (Homo sapiens), Q03431; also: potency is read from the fitted curve at half-maximal effect; nearly all actives have a fitted effect of over 55% in size; some results filed as inactive show a strong effect at the top dose; inactives centre near -15; many of its hits are not listed in these tables
#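 HEK-293-derived GP2 cells expressing PTHR1 and a GloSensor cAMP reporter, 3,000/well, plated overnight, given luciferin plus IBMX (each 0.5 mM as added) for 1 h at 37 °C, then compound for 1 h at 37 °C. Luminescence was read after 15 min at room temperature.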
# GLP1R cytotox: qHTS of GLP-1 Receptor Inverse Agonists: Cytotox Screen. Potency, µM (top dose mostly 38.3 µM), for inactives: at the highest dose activity change, negative = inhibition, most hits filed as inhibitors. 410,000 tested, 0.13% active. HEK293 cAMP-luciferase reporter cells, luminescence, 24 h;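 also: loss of luciferase light is scored as toxicity; potency is read from the fitted curve at half-maximal effect; % is scaled to controls: 0 for no effect and ±100 for the full control effect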
#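 A 23 nL compound transfer followed 12 hours of cell culture at 37 deg C; exposure then lasted 24 hr. Luciferase assay detection reagent was dispensed and plates read for luminescence after a 12 min room-temperature wait.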
# * marks the source's active call; other numbers are inactive results; i = inactive; ? = inconclusive; / = no result given; & = joins results of further samples; [ ] = dose if it differs, or a comment. Unless noted, calls follow the shape of the dose curve; as a rule, active = well fitted curve in the direction sought with a large enough effect; inconclusive = small, poorly fitted or top-dose-only effect, or another doubt; inactive = no such curve, though single readings can be large; an effect the other way counts as inactive or inconclusive. An excerpt; count on the stated rates, not on these rows.
SMILES,PLK1 PBD inh,PI5P4Ka inh,EPAC1 agonist,EPAC1 antagonist,GLP-1R agonist,IL2 activator,GLP1R inv ag,PTHR1 agonist,GLP1R cytotox
Cc1nc2sc(C(c3ccc(Br)cc3)N3CC(C)OC(C)C3)c(O)n2n1 (stereo not drawn),?,0.0,-3.3%,3.0%,6.7%,-1.3,?,?,62.2%[activator]
C#CCSc1cc(C(F)(F)F)nc(-c2ccccn2)n1,-8.5%,-3.4,-8.4%,4.8%,15.5%,-2.6,0.2%,i,6.6%
COc1ccc(S(=O)(=O)NCCC(=O)OCC(=O)NC2CC2)cc1,0.8%,1.0,-0.5%,7.6%,-4.4%,-1.1,19.2%,i,16.0%
O=C(Cn1nnc(-c2ccccc2F)n1)N1CCCCC1,-1.1%,-5.1,1.4%,-0.3%,-3.6%,0.5,3.7%,-38.5%[inhibitor],5.2%
COc1cc(OC)cc(-c2cc3nc(C)c(CCC(=O)NCc4ccccc4)c(C)n3n2)c1,-2.0%,0.9,2.6%,-2.2%,17.7%,4.0,?,-15.0%,-3.8%&-5.0%
O=c1c(-c2ccc(O)cc2)coc2c(C3O[C@H](CO)[C@@H](O)[C@H](O)[C@H]3O)c(O)ccc12 (stereo partly drawn),2.0%,-5.7,-5.5%,-4.6%,-1.0%,-3.8,6.4%,i,3.4%
S=C1NCCOCCOCCOCCOCCN1,-4.8%,/,0.3%,3.5%,-4.8%,-0.3,8.5%,i,1.6%
CCOc1ccc(NC(=O)CN(C)C(=O)c2ccc(C)c(S(=O)(=O)N3CCCCC3)c2)cc1OCC,3.6%,-3.1,-2.4%,-19.7%,18.6%,-0.9,17.3%,-46.4%[inhibitor],-4.6%
COc1ccc(C2Nc3ccccc3C(=O)N2NC(C)=O)cc1OC (stereo not drawn),-4.3%,-2.7,-2.8%,0.5%,-1.1%,0.0,4.7%,-22.0%,-19.5%
CC(=O)c1c(N2CCCC2)[nH]c(-c2ccccc2)nc1=S,-15.5%,/,0.1%,9.5%,4.8%,-2.3,29.1%,-4.9%[57.5 µM],-5.6%
O=C(CCN1C(=O)c2ccccc2C1=O)N1CCN(c2ccccc2)CC1,-1.4%,/,-4.1%,-0.2%,-1.3%,0.8,0.0%,i,-16.8%
O=C(O)c1ccc(N2Cc3ccccc3C2)cc1O,?,/,6.1%,-14.5%,-3.5%,-0.8,2.2%,-30.4%[57.5 µM],-18.5%
O=C(c1ccccc1NS(=O)(=O)c1ccc(Br)s1)N1CCOCC1,-3.7%,/,2.3%,3.9%,-11.6%,-0.4,0.4%,i,12.3%
O=C(COC(=O)C12CC3CC(CC(C3)C1)C2)Nc1ccccc1F,0.8%,2.1,1.1%,-4.9%,2.5%,-0.6,?,-0.2%,5.4%
O=C1ON=C(c2ccccc2)/C1=C/c1ccc(OS(=O)(=O)c2ccccc2)cc1,5.97µM*,-69.0*,-0.3%,-22.3%,-1.0%,-0.7,16.0%,i,21.1%
COc1cccc(C(=O)NCc2ccc(-c3nc4ccccc4s3)cc2)c1,-6.6%,7.1,-8.2%,8.0%,2.4%,-0.5,-2.4%,-0.8%[57.5 µM],-6.6%
Cc1ccc(NC(=S)N2CCN(c3ccccn3)CC2)cc1C,-1.7%,-7.5,1.7%,9.5%,3.9%,0.4,-15.7%,-25.1%,-12.6%
CCCCn1c(SCC(=O)c2ccc3c(c2)NC(=O)CO3)nc2cc(S(N)(=O)=O)ccc21,-7.9%,-6.5,-3.8%,-19.4%,21.4%,1.2,20.5%,i,-33.3%
CCN(c1ccccc1)c1cc(C)nc2nc(C)nn12,-3.9%,0.7,10.9%,-29.6%,3.7%,-2.4,3.5%,-9.5%,2.7%
O=C(/C=C/c1ncc(C(F)(F)F)cc1Cl)OCc1ccccc1,3.0%,/,4.6%,-4.7%,-5.2%,-1.4,2.7%,-24.4%,-1.9%

# The closing four compounds of the part before are carried over, then new ones follow.
SMILES,PLK1 PBD inh,PI5P4Ka inh,EPAC1 agonist,EPAC1 antagonist,GLP-1R agonist,IL2 activator,GLP1R inv ag,PTHR1 agonist,GLP1R cytotox
Cc1ccc(NC(=S)N2CCN(c3ccccn3)CC2)cc1C,-1.7%,-7.5,1.7%,9.5%,3.9%,0.4,-15.7%,-25.1%,-12.6%
CCCCn1c(SCC(=O)c2ccc3c(c2)NC(=O)CO3)nc2cc(S(N)(=O)=O)ccc21,-7.9%,-6.5,-3.8%,-19.4%,21.4%,1.2,20.5%,i,-33.3%
CCN(c1ccccc1)c1cc(C)nc2nc(C)nn12,-3.9%,0.7,10.9%,-29.6%,3.7%,-2.4,3.5%,-9.5%,2.7%
O=C(/C=C/c1ncc(C(F)(F)F)cc1Cl)OCc1ccccc1,3.0%,/,4.6%,-4.7%,-5.2%,-1.4,2.7%,-24.4%,-1.9%
Cc1cccc(CCNC(=O)CCNC(=O)Cn2ccc3ccccc3c2=O)c1,-2.1%,-3.8,0.2%,4.3%,-19.4%,0.0,-1.2%,i,-6.1%
CCc1ccc(-c2ccc3nnc(SCC(N)=O)n3n2)cc1,-2.8%,0.6,13.0%,-15.6%,-0.6%,-1.0,-0.3%,i,-14.0%
Cc1ccc(S(=O)(=O)N2CCN(CC(=O)NCC3(N4CCOCC4)CCCCC3)CC2)cc1,-5.4%,-1.0,3.2%,-4.2%,-12.4%,-0.1,12.1%,-20.4%,18.9%
COc1cccc(NC(=O)Cc2nnc(SCC(=O)NC3CCCC3)n2C)c1,-6.4%,5.9,5.3%,1.0%,1.1%,6.0,7.9%,-2.3%,16.6%
CCCCSCCCNC(=O)c1cn(C)c2ccc(S(=O)(=O)N3CCCC3)cc2c1=O,2.1%,-1.4,-9.2%,14.7%,1.9%,-2.5,-4.8%&9.5%,-7.4%&-11.8%,-11.7%&2.8%
COc1ccccc1-c1nc2n(n1)C(c1ccccc1Cl)C(C(N)=O)=C(C)N2 (stereo not drawn),-5.8%,-9.7,-12.5%,-29.8%,-7.1%,-1.4,2.3%,1.0%,5.5%
CCc1nnc(NS(=O)(=O)c2ccc(NC(=O)c3cccc(OC)c3)cc2)s1,-6.9%,-3.5,-0.1%,12.0%,-6.5%,-3.1,13.4%,-17.0%,1.5%
CCCNC(=S)N1CCN(c2nc(-c3cccc(OC)c3)cs2)CC1,-2.8%,9.0,16.0%,-21.5%,-2.7%,-0.6,?,-39.7%[inhibitor],6.8%
CCCc1c2ccccc2nc2ccccc12,-6.9%,4.9,7.4%,-13.8%,-0.3%,0.6,?,-6.4%,1.5%
Cn1c2ccc(F)cc2c2ncn(CC3CCCO3)c(=O)c21 (stereo not drawn),-10.0%,4.8,-4.7%,-7.2%,12.1%,0.9,16.8%,i,8.5%
CCCC/C=C1\CCc2c([nH]c3ccccc23)C1=O,2.8%,-0.6,-5.4%,-29.1%,-3.8%,0.8,-54.4%,i,-6.4%
CCCCn1c(N)c(N(CCOC)C(=O)C2CC(=O)N(c3ccc(CC)cc3)C2)c(=O)[nH]c1=O (stereo not drawn),-13.1%,5.7,3.8%,10.6%,-3.7%,0.7,6.0%,?,-4.7%
COCCNC(=O)c1ccccc1NC(=O)CCSc1ccccc1,-28.6%,3.0,-0.3%,-21.8%,5.1%,0.6,0.1%,7.9%,22.9%
O=C(Nc1ccn(-c2ccccc2)n1)c1ccc(S(=O)(=O)N2CCCCCC2)cc1,0.4%,/,4.5%,-1.5%,-2.6%,-2.6,?,i,1.4%
CCOc1ccc(Oc2ccccc2NS(=O)(=O)c2ccc(CCC(=O)O)cc2)cc1,-7.4%,-15.5,-14.1%,-11.8%,-2.1%,0.3,-11.2%,-79.6%[inhibitor],-2.5%
CCOC(=O)N1CCN(C(=O)c2ccc3oc(CCCc4ccccc4)nc3c2)CC1,-0.1%,-0.4,11.3%,-23.5%,-1.4%,-3.2,?,-25.8%,-4.8%
CCCCCC(=O)N/N=C/c1ccco1,-4.6%,-0.6,8.7%,6.4%,1.1%,1.0,9.7%,i,-16.2%
Cc1nc(-c2cccc(C(F)(F)F)c2)sc1C(=O)O,-17.3%,-50.1*,14.1%,10.3%,0.3%,-1.1,20.5%,-9.7%,-3.4%
O=C(NC(Nc1nc2ccc([N+](=O)[O-])cc2s1)(C(F)(F)F)C(F)(F)F)c1ccccc1Cl,9.4%,2.2,-0.6%,-7.4%,-2.3%,-1.0,-75.9%,-55.1%,?
CN1C(=O)C(=O)/C(=C(/O)c2ccccc2)C1c1ccccc1 (stereo not drawn),-5.3%,2.0,9.3%,8.9%,-6.0%,0.4,-11.6%,12.1%,6.8%
COc1cc(C2=NOC(C(=O)N3CCCCCC3)C2)cc(OC)c1OC (stereo not drawn),-6.3%,/,3.7%,-5.3%,6.3%,0.6,-8.4%,i,1.7%
CN(C)S(=O)(=O)c1ccc(NC(=O)c2ccccn2)cc1,-0.7%,0.1,0.6%,10.2%,-4.6%,-3.6,0.0%,-82.4%[inhibitor],-5.4%
COCCNC(=O)/C(C#N)=C/c1ccc(O)cc1,-4.5%,?,-9.7%,-5.6%,5.1%,0.2,7.6%,29.0%,-0.9%

# Bioassay records (PubChem)
